From PubChem BioAssay
NTR1 ag – NTR1-driven beta-arrestin-GFP spot formation – imaging, U2OS cells, high content, primary screen (AID 493036) | agonist mode | activation, % at 20 µM | 0.17% of 330,000 active;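 active = activation at or above 40% of the spot to cytoplasm intensity ratio, with at least 20 cells analyzed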;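 also: 0% = DMSO without peptide and 100% = 100 nM NTR1 peptide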
Target sequence (P30989 whole entry, looked up): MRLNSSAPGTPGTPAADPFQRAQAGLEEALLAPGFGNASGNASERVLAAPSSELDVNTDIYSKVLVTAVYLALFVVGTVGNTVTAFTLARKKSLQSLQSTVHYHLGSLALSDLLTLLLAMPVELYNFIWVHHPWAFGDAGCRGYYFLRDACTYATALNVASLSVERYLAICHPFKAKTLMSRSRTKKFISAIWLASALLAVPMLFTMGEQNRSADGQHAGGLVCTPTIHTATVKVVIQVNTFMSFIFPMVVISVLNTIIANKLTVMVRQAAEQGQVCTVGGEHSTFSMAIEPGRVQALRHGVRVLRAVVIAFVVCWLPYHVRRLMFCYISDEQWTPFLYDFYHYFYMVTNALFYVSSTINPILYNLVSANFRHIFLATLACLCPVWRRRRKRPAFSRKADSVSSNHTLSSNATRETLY
MgcRacGAP inhibition – MgcRacGAP GTPase-activating activity inhibitors, confirmation, biochemical, ADP Hunter fluorescence | MgcRacGAP-stimulated Rac1 GTP hydrolysis, ADP Hunter fluorescence; higher % means a stronger effect; GST-tagged Rac1 F28L mutant substrate | inhibition, % at 30 µM; hits with a dose series show IC50 in µM | 0.6% of 340,000 active | AID 624330;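 active = first-screen hits whose inhibition reached a set limit at any dose in the follow-up dose series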;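 also: fluorescence reports GDP produced by GAP-driven GTP hydrolysis; strong numbers were not always called active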
GPR55 antagonists – GPR55 antagonists blocking LPI-driven arrestin recruitment, primary screen, imaging, U2OS, beta-arrestin-GFP, LPI agonist (AID 2013). U2OS GPR55 beta-arrestin-GFP translocation imaging, LPI antagonism; higher % means a stronger effect. one-dose inhibition, % at 10 µM; IC50 in µM for titrated hits. 0.13% of 290,000 active;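 active = spots per cell inhibited over 60%, with over 100 cells counted and total cytoplasm intensity under 500,000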;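 also: U2OS cells stably carrying GPR55 and arrestin-GFP stimulated by 5 µM LPI near EC80; imaged beta-arrestin-GFP aggregate spots per cell after agonist stimulation; plate controls were LPI-stimulated DMSO wells for no effect and DMSO wells without LPI for full effect; some results filed as inactive read as strong as hits; confirmed hits need IC50 under 10 µM and bright autofluorescent wells are also inconclusive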
SV40 large T antigen – TAg ATPase/helicase activity blockers – biochemical (AID 1903); SV40 large T antigen ATPase/helicase inhibition assay; higher % means a stronger effect; one-dose inhibition, % at 20 µM; IC50 in µM for titrated hits; 0.39% of 310,000 active; in the data active = a potency from the dose series; also: strong numbers were not always called active
NS5 inhibitors – Dengue-2 NS5 methyltransferase inhibitors, primary screen, biochemical, confirmation dose response (AID 588689) | Dengue-2 NS5 methyltransferase capping enzyme assay, biochemical; higher % means a stronger effect | inhibition, % at 25 µM; hits with a dose series show IC50 in µM | 0.3% of 340,000 active; in the data active = a potency from the dose series
AID2073 – disruptors of CaV2.2 binding to Mint1 – biochemical, HTRF (AID 2073); HTRF protein-protein interaction, Mint1-CaV2.2; higher % means a stronger effect; 0.19% of 290,000 active; one-dose inhibition, % at 20 µM; IC50 in µM for titrated hits; in the data active = inhibition mostly above about 51%, no sharp cut-off; also: some results filed as inactive read as strong as hits
Yfh1-off respiration – mitochondrial function rescue without frataxin homolog – Friedreich's ataxia, plus single-dose screen, dose response (AID 1465); S. cerevisiae Yfh1-off respiration, WST-1 reduction, 72 h; higher fold induction means a stronger effect; fold induction at 50 µM, or EC50 in µM where a hit was titrated; 0.074% of 220,000 active;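 active = fold induction of absorbance versus untreated yeast above a set limit, then at least 30% activation at any dose in follow-up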;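 also: activators that raise dye reduction in frataxin-depleted yeast; strong numbers were not always called active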
GPR35 arrestin U2OS – inhibition of zaprinast-stimulated GPR35 beta-arrestin translocation – imaging, U2OS, beta-arrestin-GFP, zaprinast agonist, primary screen (AID 2058); U2OS GPR35 beta-arrestin-GFP translocation imaging, zaprinast antagonism; higher % means a stronger effect; inhibition, % at 10 µM, or IC50 in µM where a hit was titrated; 0.052% of 290,000 active;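 active = inhibition of at least 50% with at least 30 cells and total cytoplasm GFP at most 10,000,000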
GPR55 activation – GPR55 agonists via beta-arrestin recruitment, primary screen, imaging, U2OS cells, beta-arrestin-GFP redistribution (AID 1961); U2OS GPR55 beta-arrestin-GFP redistribution imaging; higher % means a stronger effect; activation, % at 10 µM; hits with a dose series show EC50 in µM; 0.048% of 290,000 active;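 active = activation above 40% with more than 50 cells counted in the well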;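 also: U2OS osteosarcoma cells stably expressing GPR55 and beta-arrestin-GFP; plate controls were DMSO negative control for no effect and LPI positive control for full effect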
NTR1 ag cell count 20 µM – also measured in NTR1 ag; calls as there; cell count; measured here: cell count, cytotoxicity flag
NS5 inhibitors pilot replicate – also measured in NS5 inhibitors; calls as there; inhibition, %; measured here: pilot screen replicate inhibition
The depositor's hits bear a star; i = inactive; · = no result given.

SMILES	NTR1 ag	NTR1 ag cell count 20 µM	MgcRacGAP inhibition	GPR55 antagonists	SV40 large T antigen	NS5 inhibitors	AID2073	Yfh1-off respiration	GPR35 arrestin U2OS	GPR55 activation	others
COc1ccc(C2CC(c3ccc([N+](=O)[O-])cc3)=NN2C(C)=O)cc1 (stereo not drawn)	0.6	74	5.8%	27.0%	18.3%	1.6%	-5.3%	·	-10.4%	-0.1%
CSc1nc(Oc2ccc(=O)[nH]n2)nc(N(C)C)n1	1.5	63	6.4%	-11.6%	-3.0%	-3.2%	-2.1%	i	9.3%	-0.1%
CC(C)(C)OC(=O)N1CCN(c2ccc([N+](=O)[O-])cc2)CC1	-0.1	45	-0.2%	1.7%	7.6%	0.0%	-0.8%	i	-7.0%	-0.3%
O=C(CNS(=O)(=O)c1ccc(Br)cc1)N1CCN(Cc2ccccc2)CC1	0.6	65	6.1%	-6.1%	9.4%	-4.7%	6.6%	·	-3.9%	0.4%
Fc1ccc2nc(C(F)(F)F)cc(N3CCOCC3)c2c1	·	·	·	-0.8%	7.1%	-9.2%	14.8%	·	-14.3%	-0.3%
CCN(CC)CCN1C(=O)C(O)=C(C(C)=O)C1c1ccccc1 (stereo not drawn)	·	·	·	11.7%	·	·	1.4%	·	11.7%	-0.1%
C#CCOCCOCCOCCNc1nc(N2CCN(C(=O)[C@H]([C@@H](C)CC)n3cc([C@@H](N)CO)nn3)CC2)nc(N2CCN(C(=O)[C@H]([C@@H](C)CC)n3cc([C@@H](N)Cc4ccc(O)cc4)nn3)CC2)n1	0.9	46	10.7%	8.0%	5.2%	7.2%	10.5%	i	-6.7%	0.2%
Cn1c(CN(O)S(=O)(=O)c2ccc(Cl)cc2)nnc1C(F)(F)F	-0.4	43	9.3%	6.9%	15.5%	-9.7%	2.9%	·	3.8%	-0.1%
O=C(COC(=O)CSc1ccccc1)NCCNC(=O)COC(=O)CSc1ccccc1	1.8	74	6.0%	·	15.9%	3.6%	·	·	·	·
Cc1cc(=O)oc2c(C)c(OC(=O)c3ccco3)ccc12	2.8	59	8.0%	0.1%	5.2%	-3.2%	10.0%	·	-3.7%	-0.1%
O=C(NCCCCl)C1CC(=O)N(CCc2ccc(F)cc2)C1 (stereo not drawn)	-1.3	49	11.1%	13.6%	17.4%	6.2%	6.2%	·	11.6%	0.3%
O=S(=O)(Nc1ccccc1Cl)c1ccc2[nH]c(=S)oc2c1	0.4	56	10.1%	23.5%	8.4%	-2.6%	0.2%	·	7.5%	-0.1%
Cc1ccc(CN(C)C(=O)COC(=O)CSc2ccc(C(N)=O)cc2[N+](=O)[O-])cc1	3.9	66	2.6%	·	8.3%	-5.9%	·	·	·	·
CC(Oc1ccc(F)cc1)C(=O)Nc1ccccc1N1CCCCC1 (stereo not drawn)	4.5	60	2.7%	6.2%	6.2%	1.6%	7.0%	·	-13.9%	0.3%
O=C(CNC(=O)c1ccco1)OCC(=O)c1ccccc1Cl	0.5	79	4.1%	-1.8%	0.1%	-8.2%	-2.3%	i	-11.4%	-0.3%
Cc1ccc(SCC(=O)n2nc(C)cc2C)cc1	-0.3	66	3.7%	3.4%	26.9%	-9.5%	28.6%	i	-6.2%	0.8%
CN(c1ccc(C(=O)N2CCN(Cc3ccc4c(c3)OCO4)CC2)cc1)S(=O)(=O)c1ccccc1	-0.6	64	9.8%	10.2%	12.1%	-7.4%	-1.4%	i	2.6%	0.0%
O=C(N/N=C/c1ccc(Cl)c([N+](=O)[O-])c1)c1ccc2nc[nH]c2c1	-1.3	48	14.6%	15.1%	6.4%	4.5%	-0.5%	i	5.9%	0.0%
COC(=O)c1sc(C(=O)OC)c(C(=O)OC)c1C(=O)OC	1.4	43	9.2%	9.4%	1.6%	-5.1%	10.3%	i	-0.6%	0.2%
Cc1ccccc1Nc1nc(N)nc(COC(=O)C(NC(=O)c2ccco2)C(C)C)n1 (stereo not drawn)	2.2	58	10.8%	-4.1%	1.1%	-8.5%	2.5%	i	-9.1%	-0.2%
COC(=O)[C@@]1(Cc2ccc(OC)cc2)[C@H]2c3cc(C(=O)N(C)C)n(CCc4ccc(OC)c(Br)c4)c3C[C@H]2CN1C(=O)c1ccccc1	5.3	79	·	0.5%	7.5%	·	20.5%	·	1.0%	0.2%
COc1ccc(NC(=S)N(CCN2CCOCC2)Cc2ccccc2F)cc1	-1.8	54	-1.2%	9.2%	28.1%	-0.7%	-14.1%	i	4.4%	-0.5%
COC(=O)c1cc(NC(=O)CC2C(=O)NCCN2C(=O)c2ccc(F)cc2)cc(C(=O)OC)c1 (stereo not drawn)	0.6	34	-3.9%	22.2%	8.0%	-3.5%	0.0%	i	10.1%	-0.1%
Cc1cc(NC(=O)C2CC2)ccc1NC(=O)c1cccs1	0.6	49	-0.4%	4.4%	4.2%	1.8%	7.7%	·	-10.5%	-0.1%
O=C(NCCc1ccc(Cl)cc1)c1ccc(S(=O)(=O)N2CCCC2)cc1	1.8	42	4.8%	·	4.3%	0.7%	·	·	·	·
SMILES	NTR1 ag	NTR1 ag cell count 20 µM	MgcRacGAP inhibition	GPR55 antagonists	SV40 large T antigen	NS5 inhibitors	AID2073	Yfh1-off respiration	GPR35 arrestin U2OS	GPR55 activation	others
Clc1ccc(CSc2nnc(-c3cccnc3)o2)cc1	-1.2	67	6.2%	15.6%	6.3%	12.3%	-2.0%	i	25.7%	-0.1%
COc1ccc(/C=C/C(=O)Nc2ccc(S(=O)(=O)Nc3onc(C)c3C)cc2)cc1OC	1.4	76	5.1%	6.1%	9.3%	-3.9%	2.1%	·	-2.5%	-0.1%
Cc1cccc(C)c1OCc1nnc(SCC(=O)Nc2cccc(C(=O)N3CCOCC3)c2)n1C	1.0	47	4.3%	8.9%	6.0%	-3.2%	-6.5%	i	2.0%	1.3%
CCOC(=O)C1CCN(C(=O)Nc2ccc3nccnc3c2)CC1	0.6	42	7.3%	0.5%	6.2%	·	24.5%	i	-11.5%	-0.4%
O=C(Nc1cccc(-c2cn3cccnc3n2)c1)c1ccco1	0.0	68	-1.2%	-1.3%	5.3%	-8.9%	17.8%	i	-2.0%	0.2%
Cc1nnc2n1NC(c1ccc(Cl)cc1)C(C(=O)N1CCC(C)CC1)S2 (stereo not drawn)	-0.7	54	12.3%	3.6%	1.9%	-4.8%	-6.8%	i	0.1%	-0.3%
O=C(NC12CC3CC(CC(C3)C1)C2)N1CCN(c2ncccn2)CC1	0.8	40	-13.8%	-4.0%	10.7%	-4.8%	1.9%	i	34.5%	0.2%
COC(=O)c1cc(-c2ccccc2)sc1N	-1.3	65	27.7%	4.0%	11.1%	3.1%	-2.3%	i	14.0%	0.0%
COc1ccc(-c2noc(-c3ccccc3C(=O)Nc3cccnc3)n2)cc1	0.1	45	7.1%	-5.6%	0.7%	-4.0%	2.1%	i	-10.8%	-0.1%
COc1ccc(-n2c(Cc3cccn3C)nnc2SCC(=O)NCc2ccco2)cc1	-4.5	76	1.6%	8.3%	12.2%	2.9%	0.3%	i	-7.6%	-0.1%
CC(=O)Cn1c2ccccc2n2nc(CCC(=O)O)c(=O)nc12	0.8	23	3.2%	18.9%	0.1%	-4.4%	29.9%	i	-2.4%	-0.1%
Cn1ccnc1SCc1cn2ccccc2n1	-0.6	55	16.8%	·	7.0%	-2.1%	-2.6%	i	4.8%	-0.2%
Cc1ccc(CNC(=O)CCNC(=O)Cn2ccc3ccccc3c2=O)o1	-3.4	39	5.7%	27.2%	6.2%	-3.8%	1.3%	i	1.3%	0.6%	NS5 inhibitors pilot replicate=-4.9
CNC(C)C#Cc1ccc2sc3cccc(OC)c3c(=O)c2c1 (stereo not drawn)	6.7	47	7.2%	0.2%	8.8%	-3.9%	30.0%	·	4.3%	0.6%
Cc1cc(C)cc(NC(=S)N(C)C)c1	-0.3	55	6.0%	14.7%	15.9%	-7.0%	-12.0%	i	3.7%	-0.1%
CCCNS(=O)(=O)c1cccn1-c1ncc(C(F)(F)F)cc1Cl	-6.0	98	8.6%	17.0%	5.5%	-7.2%	1.8%	i	-0.4%	0.3%
Cn1c(N)c(C(=O)/C=C/c2ccccc2)c(=O)[nH]c1=O	0.9	91	5.1%	11.5%	6.2%	-3.3%	1.7%	i	4.2%	-0.1%
COc1ccc(C(=O)N/N=C(\C)CC(=O)Nc2ccc3ccccc3c2)c(OC)c1	-1.1	40	-0.3%	8.2%	1.7%	1.0%	10.3%	·	8.2%	0.9%
Cn1cc(CN2CCC(n3nccc3NC(=O)CCc3ccccc3)CC2)cn1	0.6	51	10.6%	16.0%	8.6%	-5.2%	7.1%	·	1.6%	0.2%

Molecules above with an NH in an aromatic ring, in the order listed:
SMILES	NTR1 ag	NTR1 ag cell count 20 µM	MgcRacGAP inhibition	GPR55 antagonists	SV40 large T antigen	NS5 inhibitors	AID2073	Yfh1-off respiration	GPR35 arrestin U2OS	GPR55 activation	others
CSc1nc(Oc2ccc(=O)[nH]n2)nc(N(C)C)n1	1.5	63	6.4%	-11.6%	-3.0%	-3.2%	-2.1%	i	9.3%	-0.1%
O=S(=O)(Nc1ccccc1Cl)c1ccc2[nH]c(=S)oc2c1	0.4	56	10.1%	23.5%	8.4%	-2.6%	0.2%	·	7.5%	-0.1%
O=C(N/N=C/c1ccc(Cl)c([N+](=O)[O-])c1)c1ccc2nc[nH]c2c1	-1.3	48	14.6%	15.1%	6.4%	4.5%	-0.5%	i	5.9%	0.0%
Cn1c(N)c(C(=O)/C=C/c2ccccc2)c(=O)[nH]c1=O	0.9	91	5.1%	11.5%	6.2%	-3.3%	1.7%	i	4.2%	-0.1%

Looked up by compound from the list above:
SMILES	NTR1 ag	NTR1 ag cell count 20 µM	MgcRacGAP inhibition	GPR55 antagonists	SV40 large T antigen	NS5 inhibitors	AID2073	Yfh1-off respiration	GPR35 arrestin U2OS	GPR55 activation	others
CC(=O)Cn1c2ccccc2n2nc(CCC(=O)O)c(=O)nc12	0.8	23	3.2%	18.9%	0.1%	-4.4%	29.9%	i	-2.4%	-0.1%
COc1ccc(C2CC(c3ccc([N+](=O)[O-])cc3)=NN2C(C)=O)cc1 (stereo not drawn)	0.6	74	5.8%	27.0%	18.3%	1.6%	-5.3%	·	-10.4%	-0.1%

Taken from the results shown for reference:
SMILES	NTR1 ag	NTR1 ag cell count 20 µM	MgcRacGAP inhibition	GPR55 antagonists	SV40 large T antigen	NS5 inhibitors	AID2073	Yfh1-off respiration	GPR35 arrestin U2OS	GPR55 activation	others
CCOC(=O)C1CCN(C(=O)Nc2ccc3nccnc3c2)CC1	0.6	42	7.3%	0.5%	6.2%	·	24.5%	i	-11.5%	-0.4%
O=C(Nc1cccc(-c2cn3cccnc3n2)c1)c1ccco1	0.0	68	-1.2%	-1.3%	5.3%	-8.9%	17.8%	i	-2.0%	0.2%
